Bioassay records as filed in PubChem.
D3 antag = qHTS of D3 Dopamine Receptor Antagonist: qHTS; max response, negative = inhibition, %; 2.5% of 360,000 active; D3R cells, DiscoveRx beta-arrestin luminescence, antagonist mode; stronger effect = lower value; AID 652054, 2013; D(3) dopamine receptor (Homo sapiens), P35462; in the data active = max response below about -50%; inconclusive = no clear call, values can overlap the other calls; note: % is set by controls: 0 for no effect and ±100 for the full control effect; mostly tested at two doses, the higher about 12 µM
Target sequence (P35462 whole entry, looked up): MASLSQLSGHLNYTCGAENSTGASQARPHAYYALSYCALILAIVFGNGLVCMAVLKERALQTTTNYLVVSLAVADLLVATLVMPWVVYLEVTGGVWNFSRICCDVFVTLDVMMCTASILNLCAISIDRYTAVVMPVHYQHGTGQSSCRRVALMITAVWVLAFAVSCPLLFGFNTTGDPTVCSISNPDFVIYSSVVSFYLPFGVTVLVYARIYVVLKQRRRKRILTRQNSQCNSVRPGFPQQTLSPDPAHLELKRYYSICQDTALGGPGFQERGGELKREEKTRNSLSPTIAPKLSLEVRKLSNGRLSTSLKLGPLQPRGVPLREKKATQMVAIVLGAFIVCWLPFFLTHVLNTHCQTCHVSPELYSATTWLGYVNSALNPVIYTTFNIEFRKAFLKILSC
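Cells expressing the human receptor were seeded at 1500 cells/well, incubated overnight at 37 degrees C in 5% CO2, then exposed to library compounds with dopamine controls for 90 minutes at 37 degrees C before luminescent detection.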
Akt phos inh = HTS Assay for Inhibitors of Akt Phophorylation: Primary Screen | Neuro2A IGF-stimulated pAkt S473 HTRF, 20 min; stronger effect = lower value | activity change, % for hits at 50 µM | 0.32% of 360,000 active | AID 651550, 2012; in the data active = activity change below about -80%; inconclusive = mostly about -51% to -80%; note: % is set by controls: 0 for no effect and ±100 for the full control effect
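Neuro2A cells (4,500/well, DMEM with 0.5% FBS) were treated with compound at a single 50 µM final concentration, stimulated with 6 nM IGF for 20 min at 37 °C, and lysed. Phospho-Akt Ser473 was read by HTRF as 665/615 ratio ×10^4.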
EPAC2 agonist = qHTS for Agonist of cAMP-regulated guanine nucleotide exchange factor 4 (EPAC2): primary screen; EPAC2 activation, biochemical qHTS; response scale: 100% = 6.5 mM cAMP response; AID 720711, 2013; 0.079% of 360,000 active; Potency, µM (highest dose often 154 µM), for the others: at the highest dose activation, usual class: activators; note: potency is the fitted concentration of half-maximal effect; nearly all actives have a fitted effect of over 50% in size
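Setup: EPAC2 100 nM, labeled Rap1B complex 250 nM, free GDP 50 uM. Compound titrations pinned in, brief spin, 5 min room temperature incubation. Kinetic fluorescence read over 30 min, normalized to 6.5 mM cAMP.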
EPAC2 antag = qHTS for Antagonist of cAMP-regulated guanine nucleotide exchange factor 2 (EPAC2): primary screen; Rap guanine nucleotide exchange factor 4 (Homo sapiens), Q8WZA2; EPAC2 GEF exchange of Rap1B-BODIPY-GDP, fluorescence; Potency, µM (titrated, usually from 114 µM), for the others: at the highest dose activity, negative = inhibition, most hits filed as inhibitors; 0.18% of 360,000 active; AID 720708, 2013; note: potency is the fitted concentration of half-maximal effect; % is set by controls: 0 for no effect and ±100 for the full control effect; nearly all actives have a fitted effect of over 45% in size; many of its hits are not listed in these tables
CCT chaperon mod = High-Throughput Screening for Modulators of Cytosolic Chaperonin Activity; 0.3% of 360,000 active; activity change, % (no concentration beside the values), hits read low; purified chaperonin ATPase assay, HTRF ADP detection, 30 min; AID 651819, 2012; in the data active = activity change below about -30%; note: % is set by controls: 0 for no effect and ±100 for the full control effect
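Nucleotide hydrolysis assay: TRiC at 20–40 nM final (set by batch activity) with 10 uM ATP, 30 min at 37 °C, in presence of 76 uM compound. Detection by competitive ADP HTRF, 30 min ambient.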
Mm-Cpn inhibitor = Inhibitors of TCP-1 ring complex (TRiC) of Methanococcus maripaludis (MmCpn): qHTS. purified Mm-Cpn ATPase, ADP Transcreener TR-FRET. AID 504842, 2011. Chaperonin Mm-Cpn (Methanococcus maripaludis). Potency, µM (doses to about 76.9 µM), for inactives: top-dose activity, negative = inhibition, most hits filed as inhibitors. 0.031% of 330,000 active; note: potency is the fitted concentration of half-maximal effect; % is set by controls: 0 for no effect and ±100 for the full control effect; nearly all actives have a fitted effect of over 80% in size
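Reaction buffer contained 30 mM Tris pH 7.4, 100 mM KCl, 5 mM MgCl2 and 1 mM DTT. Mm-CPN (25 nM final) hydrolysed 10 uM ATP over 30 min at 37°C; ADP was read by HTRF.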
D3 ag = qHTS of D3 Dopamine Receptor Agonist: qHTS; D3R DiscoveRx beta-arrestin cells, luminescence, 90 min; max activation, %; 0.58% of 410,000 active; AID 652048, 2013; in the data active = max activation above about 30%; note: 0% is about no effect; mostly tested at two doses, the higher about 12 µM
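Agonist-mode cell screen: cells plated at 1500/well and incubated overnight at 37 °C, then exposed to library compounds for 90 min at 37 °C. Detection reagent was added for 30–60 min at room temperature, and luminescence was read.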
PTHR1 agonist = qHTS for PTHR1 Agonists: Primary Screen. Parathyroid hormone/parathyroid hormone-related peptide receptor (Homo sapiens), Q03431. HEK293 GP2 PTHR1 cells, GloSensor cAMP luminescence, 1 h. Potency, µM (top dose mostly 115 µM), for the others: top-dose activation, most hits filed as activators. 0.075% of 410,000 active. AID 743266, 2014; note: potency is the fitted concentration of half-maximal effect; nearly all actives have a fitted effect of over 55% in size; some results filed as inactive show a strong effect at the top dose; inactives centre near -15; many of its hits are not listed in these tables
Target sequence (Q03431 whole entry, looked up): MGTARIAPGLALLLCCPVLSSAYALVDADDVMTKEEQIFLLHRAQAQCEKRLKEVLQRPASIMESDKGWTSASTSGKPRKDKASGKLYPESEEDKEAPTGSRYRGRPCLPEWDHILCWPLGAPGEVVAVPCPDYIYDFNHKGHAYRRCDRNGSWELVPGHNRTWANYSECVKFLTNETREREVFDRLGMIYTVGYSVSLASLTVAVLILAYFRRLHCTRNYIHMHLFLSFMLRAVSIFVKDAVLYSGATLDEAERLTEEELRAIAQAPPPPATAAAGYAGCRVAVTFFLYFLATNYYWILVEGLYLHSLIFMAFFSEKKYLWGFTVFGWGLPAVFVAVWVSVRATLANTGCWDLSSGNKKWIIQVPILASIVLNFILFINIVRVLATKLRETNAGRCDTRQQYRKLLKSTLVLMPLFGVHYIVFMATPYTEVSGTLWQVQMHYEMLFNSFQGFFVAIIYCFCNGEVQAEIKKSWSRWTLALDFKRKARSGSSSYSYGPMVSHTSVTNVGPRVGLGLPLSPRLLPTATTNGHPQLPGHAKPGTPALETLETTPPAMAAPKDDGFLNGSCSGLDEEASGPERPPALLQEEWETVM
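HEK-293-derived GP2 cells expressing PTHR1 and a GloSensor cAMP reporter, 3,000/well, plated overnight, given luciferin plus IBMX (each 0.5 mM as added) for 1 h at 37 °C, then compound for 1 h at 37 °C. Luminescence was read after 15 min at room temperature.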
Numbers without * were called inactive; i = inactive; ? = inconclusive; . = not tested or not shown; [ ] = another dose, or the depositor's remark. Unless noted, calls come from the whole dose curve; as a rule, active = well fitted curve in the direction sought with a large enough effect; inconclusive = small, poorly fitted or top-dose-only effect, or another doubt; inactive = no such curve, though single readings can be large; an effect the other way counts as inactive or inconclusive. A portion of the library; rates above refer to the full screens.

SMILES	D3 antag	Akt phos inh	EPAC2 agonist	EPAC2 antag	CCT chaperon mod	Mm-Cpn inhibitor	D3 ag	PTHR1 agonist
Cc1ccc(C2C(C(=O)c3cc4ccccc4o3)=C(O)C(=O)N2c2cc(C)on2)cc1 (stereo not drawn)	12	i	-18%	-5%	0.5	-13%	-2	-2%
O=C(c1ccc(N2CCC3(CC2)OCCO3)c([N+](=O)[O-])c1)N1CCOCC1	-4	i	1%	-2%	-0.9	1%	1	i
Cc1ccccc1S(=O)(=O)Cc1ccc(C(=O)NCc2ccco2)o1	3	i	-4%	-10%	1.8	0%	2	-2%
COc1ccc(C(=O)N=C2SC3CS(=O)(=O)CC3N2Cc2ccccc2)cc1OC (stereo not drawn)	-3	i	1%	1%	-4.8	-1%	3	i
COc1ccccc1-c1cc2nc(NCCc3ccc(S(N)(=O)=O)cc3)ccn2n1	-9	i	6%	14%	-0.9	.	-3	-15%
CC(C)(C)c1cc(C(=O)NNc2ccc(OC(F)(F)F)cc2)n(Cc2ccccc2)n1	1	i	-6%	-4%	-1.6	4%	-4	-15%
Nn1c(SC/C=C/c2ccccc2)nnc1-c1cccnc1	?	i	12%	-5%	-2.0	1%	5	i
CC(C)CNC(=O)COc1ccccc1[N+](=O)[O-]	-22	i	1%	-16%	-1.6	-1%	0	i
O=S(=O)(c1ccccc1)N1CCN(Cc2c(O)ccc3ccccc23)CC1	4	i	2%	-9%	1.0	0%	6	-37%[inhibitor]
CN1C(=O)Nc2cccc3cccc1c23	1	i	13%	4%	2.2	0%	4	i
CN(Cc1ccccc1)C(=O)c1ccc(NC(=O)Cc2cccc(NC(=O)C3CCCN(C(=O)C4CCC4)C3)c2)cc1 (stereo not drawn)	12	i	5%	9%	1.4	-1%	4	-13%
Fc1ccccc1/C=N/NC(=S)Nc1ccc(Cl)cc1Cl	16	i	-7%	1%	-1.4	-2%	7	i
CC(=O)Nc1ccc(OC(=O)N2CCCC2)cc1	12	i	-1%	21%	0.1	-21%	-1	i
CC(C)(C)c1cc[n+](-c2[nH]c(=O)sc2/C=N/N=C(\[O-])c2ccccc2)cc1	-18	i	-1%	1%	-1.3	-1%	1	i
Cc1ccccc1/C=N/NC(=O)Cn1nnc(N)n1	3	i	5%	1%	1.5	-1%	4	-21%
O=C1NC(=O)C(=Cc2ccco2)S1	-3	i	3%	-1%	-4.1	.	0	-15%
O=C(O)C12CC3CC(C1)CC(n1cnc(Cl)n1)(C3)C2	-4	i	3%	4%[57.1 µM]	1.0	1%	4	i
CC(Sc1ccccc1F)C(=O)Nc1ccc2c(c1)OCCO2 (stereo not drawn)	21	i	2%	6%	-1.9	1%	-2	-26%
Cc1ccc2occ(/C=N/O)c(=O)c2c1	0	i	3%	-2%	-3.3	0%	-6	i
O=[N+]([O-])c1ccc(C2CCCC/C2=N/OCc2ccc(F)cc2)c([N+](=O)[O-])c1 (stereo not drawn)	-12	.	4%	0%	0.7	-3%	-3	-35%[inhibitor]
CN(C)c1ccc(CNc2ccccn2)cc1	-26	i	5%	7%	1.6	0%	-14	i
CCCCn1c(N)c(N(CC)C(=O)C2CCC2)c(=O)[nH]c1=O	-24	i	12%	0%	-0.6	1%	-9	0%
CCCS(=O)(=O)c1nc(S(=O)(=O)c2ccc(C)cc2)c(N2CCC(C(N)=O)CC2)s1	-18	i	-1%	6%	2.7	-3%	4	-16%
Cc1ccc(-c2nnc(SCC(=O)N(CC(C)C)c3c(N)n(Cc4ccccc4)c(=O)[nH]c3=O)n2N)cc1	2	i	-7%	-1%	-0.6	-2%	1	-16%
O=C(CSc1nc(-c2ccco2)cc(C(F)(F)F)n1)Nc1ccc2c(c1)CCC2	-13	i	-5%	-4%	0.4	-4%	-6	-31%[inhibitor]
O=C(NC1CC2CCCC(C1)N2Cc1ccccc1)c1cccc(Cl)c1 (stereo not drawn)	-76*	i	1%	6%	-0.7	0%	-11	i
CC(=O)COc1coc(CN2CCN(c3ccc(F)cc3)CC2)cc1=O	-2	i	1%	1%	-2.5	4%	6	-3%
O=[N+]([O-])c1cc(S(=O)(=O)N2CCCC2)ccc1N/N=C/c1ccncc1	13	i	-5%	3%	-0.3	-1%	2	i
O=C(CSc1ncccn1)N1CCN(S(=O)(=O)c2ccccc2)CC1	-8	i	0%	26%	-0.6	-4%	1	-16%
CCOC(=O)N1CCC(N2C(=O)c3ccc(C(=O)NCCOC)cc3C2=O)CC1	21	i	3%	-2%	0.8	2%	1	-4%
CCCC12C(=O)C(C)(C(c3ccccc3)=C1c1ccccc1)C1C(=O)N(c3ccc(C)cc3)C(=O)C12 (stereo not drawn)	-14	i	5%	-3%	-0.4	-1%	-2	-9%
Cc1cc(NC(=O)CSc2nnc(-c3ccccc3Cl)o2)no1	15	i	1%	-14%	-1.2	2%	19	-1%
O=C(CCC(=O)N1CCN(c2ccccn2)CC1)c1cccs1	-17	i	7%	-5%	-4.2	-3%	-32	-8%
CC1(C)CC(=O)C(C=Nc2ccc(NC3=C(C#N)C(=O)CC(C)(C)C3)cc2)=C(O)C1	-9	i	7%	-5%	-0.1	0%	-13	?
O=C(N/N=C/c1c(O)n(Cc2ccccc2)c(=O)c2ccccc12)c1cccnc1	40	i	23%	-15%	-1.3	1%	5	-24%
C/C(=N\NC(=O)c1ccccc1N)c1ccc(NC(=O)Cc2ccccc2)cc1	3	i	4%	0%	0.1	2%	0	-15%
CC(=O)Oc1ccc(C23c4ccccc4C2(OC(C)=O)c2cc(OC(C)=O)ccc23)cc1 (stereo not drawn)	-22	i	0%	5%	-2.4	.	4	-10%
CN(C)c1ccc(N=Nc2cccc3ccoc23)cc1	?	i	5%	14%	-1.4	-1%	-5	-81%[inhibitor]
COc1ccc(Nc2nc3c(c(=O)n(C)c(=O)n3C)n2CCO)cc1	9	i	2%	-5%	-2.2	1%	-5	i
COCCNC(=O)c1ccc2c(c1)nc(C)n2-c1cc(OC)c(OC)c(OC)c1	-11	i	8%	-2%	0.5	0%	7	-13%[57.5 µM]

Three neighbouring entries already listed, for reference:
SMILES	D3 antag	Akt phos inh	EPAC2 agonist	EPAC2 antag	CCT chaperon mod	Mm-Cpn inhibitor	D3 ag	PTHR1 agonist
CN(C)c1ccc(CNc2ccccn2)cc1	-26	i	5%	7%	1.6	0%	-14	i
CCCCn1c(N)c(N(CC)C(=O)C2CCC2)c(=O)[nH]c1=O	-24	i	12%	0%	-0.6	1%	-9	0%
CCCS(=O)(=O)c1nc(S(=O)(=O)c2ccc(C)cc2)c(N2CCC(C(N)=O)CC2)s1	-18	i	-1%	6%	2.7	-3%	4	-16%

Going on with the list.
SMILES	D3 antag	Akt phos inh	EPAC2 agonist	EPAC2 antag	CCT chaperon mod	Mm-Cpn inhibitor	D3 ag	PTHR1 agonist
COc1cc(NS(=O)(=O)c2ccc(C)cc2)c2ncccc2c1	-55*	i	12%	2%	0.5	2%	-16	-9%[57.5 µM]
CN(CC(=O)Nc1ccc(F)c(F)c1F)C(=O)Cc1ccc2c(c1)OCCO2	-1	i	0%	13%	-2.1	2%	3	i
O=c1c2cnn(-c3ccccc3)c2ncn1Cc1ccccc1F	15	i	-2%	9%	-0.6	-1%	5	-49%[inhibitor]
CCc1ccc(OCC(=O)N(Cc2cccs2)C2CCS(=O)(=O)C2)cc1 (stereo not drawn)	7	i	-10%	-11%	0.3	0%	-1	-16%
CC(=O)Nc1ccc(SCC(=O)Nc2sccc2C#N)cc1	0	i	6%	0%	-0.6	0%	2	-7%
Cc1ccc(S(=O)(=O)NCCn2cnc([N+](=O)[O-])n2)cc1	8	i	9%	2%	-0.8	-1%	5	i
O=C(NCCN1CCOCC1)C(=O)NCc1ccc2c(c1)OCO2	5	i	8%	15%	-1.0	0%	-4	i
NS(=O)(=O)c1cnccc1NCCc1ccccc1	10	i	7%	3%	-0.9	.	4	-2%
Cc1cccc(NC(=O)C2CCCN(S(=O)(=O)c3cccc4nsnc34)C2)c1 (stereo not drawn)	8	i	-11%	5%	1.2	2%	6	-4%[57.5 µM]
CCOc1ccc(-c2nc3c(s2)CCc2onc(-c4ccc(OC)cc4)c2-3)cc1	9	i	4%	3%	-0.8	.	1	-23%
CCN(CC(=O)NCc1cccs1)C(=O)c1cccc(Cl)c1	-2	i	6%	-2%	-1.2	-1%	2	?
N#CCCN1CCN(C(=O)c2c(N)no[n+]2[O-])CC1	1	i	-1%	-5%	-3.2	1%	5	i
COc1cc2c(cc1O)C(SC)=NC(C)(C)C2	-89*	i	1%	-2%	-1.2	-3%	-3	0%[57.5 µM]
CC(C)CC1Nc2ncnc(N3CCOCC3)c2N(Cc2ccc(Br)cc2)C1=O (stereo not drawn)	-13	i	-5%	-14%	0.5	-2%	2	-51%[inhibitor]
Cc1ccc(Cn2cnc3c(cnn3-c3ccc(F)cc3)c2=O)cc1	35	i	2%	-1%	-2.8	0%	0	-69%[inhibitor]
COc1cc2c(C(=O)N(C)c3cc(Cl)ccc3OC)cn(C)c(=O)c2cc1OC	6	i	8%	1%	-0.2	0%	4	i
COc1ccccc1CN1CC(C(=O)NCc2cc(F)cc(C(F)(F)F)c2)CCC1=O (stereo not drawn)	5	i	-11%	0%	-0.6	1%	21	i
COc1ccc(C(=O)NCC(C)(c2ccccc2)c2ccccc2)cc1S(=O)(=O)N1CCOCC1	-17	i	-18%	-9%	0.5	.	-9	-44%[inhibitor]
CC1(C)COC(c2cccc([N+](=O)[O-])c2)OC1	-16	i	6%	7%	-0.4	.	-1	-25%
O=C(OCc1nc2ccsc2c(=O)[nH]1)c1ccc(Cl)s1	7	i	-3%	18%	0.8	-2%	9	i
Cc1cccc(NC(=O)CN2C(=O)COc3ccc(Cl)cc32)c1	-27	i	1%	16%	0.2	-3%	-7	-2%
